PTEN del growth = growth suppression of PTEN-null HCT116, primary screen, cell-based, CellTiter-Glo; HCT116 PTEN-null viability, 60 h; hits give low values; viability, % at 10 µM; hit rate 1.2% among 140,000; AID 827, 2007;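 active = viability at or below a set limit, 4 SD under the median of all tested compounds, cut at about 3.7% in these data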;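 also: PTEN knockout HCT116 line with beta catenin targeted HCT116 as companion control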
Yeast lifespan up = compounds extending yeast replicative lifespan, primary screen, S. cerevisiae, OD615 | AID 775, 2007 | inhibition of the nicotinamide effect, % at 10 µM | hit rate 0.68% among 130,000 | S. cerevisiae growth with nicotinamide; deaD strain in restrictive glucose medium;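 active = inhibition above a set limit, placed 3 SD over the median of all compounds, cut at about 26% in these data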;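 also: 0% = nicotinamide-treated wells and 100% = cells grown without nicotinamide; some compounds called inactive have numbers as strong as hits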
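System: Modified budding yeast, DeaD strain | Buffer or medium: Restrictive glucose medium | Also added: 1.5 mM nicotinamide | Doses: 10 µM single point, 0.25% DMSO | Schedule: 48 h compound exposure at 30 °C, humidified | Detection: Absorbance at 615 nm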
MRP-1 activ = H69AR viability gain despite doxorubicin, primary screen, MRP-1 activator project, H69AR cells, CellTiter-Glo; viability rescue; viability increase, % at 10 µM; hit rate 0.61% among 140,000;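 active = viability gain under doxorubicin at or above a set limit, the compound median plus 3 SD, cut at about 4.7% in these data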;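 also: MRP-1 overexpressing cells given doxorubicin 25 µM after compound pretreatment; 18-22 h compound pretreatment then 72 h with doxorubicin before readout; 0% = doxorubicin-only wells and 100% = vehicle-treated cells without doxorubicin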
E-sel TNF inh = E-selectin induction blockers in HUVEC – imaging, immunofluorescence, high content, primary screen; HUVEC TNFa-induced E-selectin immunofluorescence; inhibition, % at 2 µM; hit rate 0.71% among 120,000; AID 1246, 2008;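 active = inhibition above the batch mean plus 3 SD, and confirmed as a hit on visual image review, cut at about 43% in these data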;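 also: 0% = TNF-stimulated DMSO wells and 100% = unstimulated control wells; not every result past the cut was called active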
HCT116 bCat-KO = primary screen for growth suppressors in beta-catenin knockout HCT116 cells (colon tumor, human); HCT116 beta-catenin knockout viability, CellTiter-Glo, 60 h; hits give low values; viability, % at 10 µM; hit rate 1.5% among 140,000;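 active = viability at or under a set limit, the compound median less 4 SD, cut at about 6% in these data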;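 also: 0% = Hyamine 1622 control at 20 µM and 100% = untreated cell control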
BB579 growth dn = growth inhibitors of yeast BB579 in restrictive medium, primary screen, yeast lifespan-shortening project, S. cerevisiae; inhibition, % at 10 µM; OD615, 48 h; AID 804, 2007; hit rate 0.51% among 140,000;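 active = inhibition above a set limit, 3 SD over the mean compound inhibition, cut at about 44% in these data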; also: inactives centre near -24
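Material: Saccharomyces cerevisiae DeaD strain BB579, replicative lifespan model yeast; buffer or medium: CSMM-D restrictive synthetic medium containing dextrose (glucose); compound: 10 µM single dose, DMSO 0.25%; timing: 48 h compound exposure at 30 °C after 4 h preincubation; signal: turbidity as optical density at 615 nm; benchmarks: positive control amphotericin B 10 µg/mL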
NPY-Y2 antag = NPY-Y2 receptor antagonists, primary screen, cell-based; Neuropeptide Y receptor type 2 (Homo sapiens), P49146; NPY-Y2 expressing cells, antagonist mode; inhibition, % at 2.7 µM; hit rate 0.99% among 140,000; in the data active = inhibition above about 17%;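 also: 0% = vehicle with agonist challenge and 100% = reference antagonist with challenge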
Target sequence (P49146 whole entry, looked up): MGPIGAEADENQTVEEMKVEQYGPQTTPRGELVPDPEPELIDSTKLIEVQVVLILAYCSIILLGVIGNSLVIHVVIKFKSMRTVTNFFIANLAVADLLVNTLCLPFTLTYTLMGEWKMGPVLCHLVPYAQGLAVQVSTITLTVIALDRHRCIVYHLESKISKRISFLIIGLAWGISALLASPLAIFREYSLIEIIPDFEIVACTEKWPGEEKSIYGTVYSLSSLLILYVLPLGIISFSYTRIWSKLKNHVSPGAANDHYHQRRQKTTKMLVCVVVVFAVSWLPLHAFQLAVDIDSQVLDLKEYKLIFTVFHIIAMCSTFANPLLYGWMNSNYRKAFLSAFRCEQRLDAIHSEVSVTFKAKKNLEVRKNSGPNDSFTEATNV
Measles CPE = compounds protecting cells from measles virus cytopathic effect, primary screen, measles RdRp inhibitor project, single point, MLSMR library, absorbance | protection (pct of control), % at 4 µM | hit rate 1.5% among 140,000 | AID 841, 2007 | Measles virus-infected cells, CPE protection; in the data active = protection mostly above about 24%, no sharp cut-off; inactive = mostly below about 26%; also: some compounds called inactive have numbers as strong as hits
Phagocyt inh = inhibitors of macrophage phagocytosis, primary screen, imaging, J774A.1 cells, IgG beads; J774A.1 macrophage IgG-bead phagocytosis; inhibition, % at 5 µM; hit rate 0.07% among 110,000; AID 1029, 2008;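 active = inhibition above the mean of the plate negative controls plus 5 SD, cut at about 13% in these data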;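 also: phagocytic index as fraction of beads internalized from green versus red external bead signal; plate controls were DMSO negative control for no effect and cytochalasin-D positive control for full effect; some results beyond the cut were filed as inactive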
GALR2 blocker = GALR2 antagonists in receptor-expressing cells, primary screen | hit rate 0.39% among 140,000 | inhibition, % at 4 µM | antagonist mode; in the data active = inhibition above about 27%;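 also: cells stimulated with galanin 1-16 at roughly its EC80; 0% = agonist challenge control and 100% = basal control without agonist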
Target sequence (O43603 whole entry, looked up): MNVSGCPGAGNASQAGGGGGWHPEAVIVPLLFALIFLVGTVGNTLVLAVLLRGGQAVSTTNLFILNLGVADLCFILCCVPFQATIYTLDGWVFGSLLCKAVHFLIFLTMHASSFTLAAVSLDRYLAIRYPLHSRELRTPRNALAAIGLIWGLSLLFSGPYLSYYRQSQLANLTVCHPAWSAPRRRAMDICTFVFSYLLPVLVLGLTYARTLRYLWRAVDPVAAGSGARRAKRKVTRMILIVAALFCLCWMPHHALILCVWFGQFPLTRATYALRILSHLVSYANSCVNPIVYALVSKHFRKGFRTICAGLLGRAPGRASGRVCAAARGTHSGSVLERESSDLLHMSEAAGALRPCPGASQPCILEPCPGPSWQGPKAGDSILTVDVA
* hit, by the source's call; x = not tested or not shown.

Molecule	PTEN del growth	Yeast lifespan up	MRP-1 activ	E-sel TNF inh	HCT116 bCat-KO	BB579 growth dn	NPY-Y2 antag	Measles CPE	Phagocyt inh	GALR2 blocker
Cn1c(=O)c2c(SCC(=O)c3ccccc3)nc(C3CC3)nc2n(C)c1=O	67	-12	-0.9	x	70	10	2	12	0	-3
COc1ccc(N/N=C(/C(N)=O)C2=NC(C)(C)Cc3ccccc32)cc1	41	-4	-4.0	x	51	-46	0	5	-2	21
CCN(CC)C(=O)/C(=C\c1ccc(Br)cc1)NC(=O)c1ccccc1OC	72	0	-3.6	4	84	-4	6	4	-5	-1
CC(=NC1CCN(Cc2ccccc2)CC1)c1c(O)[nH]c(=O)[nH]c1=O	107	0	-0.8	-16	102	-62	2	6	-1	3
CN(C)C(=O)/C(=C/c1cn(-c2ccccc2)nc1-c1cccc([N+](=O)[O-])c1)NC(=O)c1ccccc1	75	-3	-0.6	x	87	-39	2	8	-4	-4
O=C(NCc1cccs1)c1cccc(S(=O)(=O)N2CCCCC2)c1	108	-10	-0.8	-47	97	-58	0	5	-2	2
COc1ccc(OC)c(NC(=O)Nc2nnc(N3CCC(C)CC3)s2)c1	98	7	-0.2	-27	94	-25	3	6	x	-2
COc1ccc(Nc2nc3c(c(=O)n(C)c(=O)n3C)n2CCO)cc1	84	1	-1.6	-2	100	-11	6	25	0	14
Cn1c(SCC(=O)c2ccccc2F)nnc1C1CC1	95	-5	-1.4	-13	96	-4	-1	22	-3	-2
CCC1=NC(c2ccc(OC)cc2OC)N(O)C1(C)C (stereo not given)	92	-11	-0.8	-10	98	-9	0	4	1	-2
CCn1cc(/C=N/NC(=O)c2cc3c(ccc4ccccc43)o2)c2ccccc21	58	-7	-2.1	-2	57	-44	0	1	x	-8
CCc1cc2c(=O)n(N)c(CCC(=O)O)nc2s1	98	-5	-0.9	2	100	-30	-1	6	-2	-5
COc1ccc(-n2c(C)nc3c(cnn3-c3ccccc3)c2=O)cc1	44	x	-3.4	-19	30	5	2	1	0	6
CN1CCCC(OC(=O)CCCC(=O)OC2CCCN(C)C2)C1 (stereo not given)	89	-2	-1.6	x	104	-20	1	23	-1	-1
CCCNC(=O)NC(=O)CN1C(=O)NC(C)(c2ccc(C)cc2)C1=O (stereo not given)	87	-4	-0.6	x	89	-34	2	4	-1	6
CCOC(=O)c1cc(NC(=O)C2CCCO2)cc(C(=O)OCC)c1 (stereo not given)	102	-9	-1.0	-28	91	-20	-1	13	-1	7
COc1ccc(S(=O)(=O)N2CCOCC2)cc1NC(=O)Cc1ccccc1Cl	101	5	-0.9	15	102	-24	2	2	-2	-7
COc1ccccc1S(=O)(=O)Cc1ccc(C(=O)NCc2cccs2)o1	110	-5	-0.6	9	105	-62	2	x	-2	26
CCCCc1c(O)nc(SCCN(C)C)n(-c2ccccc2)c1=O	103	-5	0.7	3	103	-9	2	7	x	4
CC(C)(C)c1nnc(NC(=O)c2cc(-c3ccccc3)nc3ccccc23)s1	92	0	0.9	-34	93	-48	3	23	x	-7
CC(O)c1n(C)c(Cl)c[n+]1C (stereo not given)	96	-6	0.1	-22	93	-40	2	17	-1	3
Nc1ccc(S(=O)(=O)Nc2ccc(S(N)(=O)=O)cc2)cc1	99	-18	-2.5	-24	94	-9	2	25	-2	0
CN(C)S(=O)(=O)c1cc(NC(=O)COC(=O)C2CSC3(C)CCC(=O)N23)ccc1Cl (stereo not given)	84	-3	-0.5	x	91	-30	3	2	-8	-2
CC(=O)N1CCc2cc(S(=O)(=O)CCC(=O)Nc3c(C)n(C)n(-c4ccccc4)c3=O)ccc21	97	-14	-1.3	x	97	-31	1	21	x	-6
O=C(N/N=C/c1ccc2c(c1)OCO2)C(O)c1ccccc1 (stereo not given)	95	9	-2.4	x	83	-13	3	17	1	-44

(continued)
Molecule	PTEN del growth	Yeast lifespan up	MRP-1 activ	E-sel TNF inh	HCT116 bCat-KO	BB579 growth dn	NPY-Y2 antag	Measles CPE	Phagocyt inh	GALR2 blocker
CC(C)c1ccc(/C=N\NC(=O)c2ccc(Cn3cccn3)o2)cc1	89	3	-1.9	14	92	-43	1	5	-3	-1
Cc1ccc2nc3ccc(N4CCCCCCC4)nn3c(=O)c2c1	76	-11	-0.9	x	69	-61	2	17	1	-17
CNC(=S)N(C)c1ccccc1	90	7	2.8	x	87	-27	3	9	9	-11
O=C(Cc1ccc(Cl)cc1)Nc1ccc(NC(=O)c2ccccc2)cc1	93	13	0.0	-13	87	-45	21*	7	-5	-1
C=CCN(C(=O)CSc1nc2[nH]ncc2c(=O)n1-c1ccccc1OC)c1ccccc1	71	-22	-0.4	-14	76	4	3	38	x	-3
Cc1ccc2c(CC(=O)N3CCN(S(=O)(=O)c4cccs4)CC3)coc2c1	82	-6	-1.9	-18	90	-36	4	7	-1	-10
CS(=O)(=O)N1CC(C(=O)NC2CCCC2)Oc2ccc(Cl)cc21 (stereo not given)	90	-19	-2.2	22	93	-17	1	17	x	6
COc1ccc(CCNC(=O)Cn2nnc(-c3cccs3)n2)cc1OC	86	-6	-0.7	7	76	-9	2	11	-2	-8
CC(C)(C)N(Cc1ccccc1)C(=O)c1ccc2c(c1)OCCO2	77	11	-1.3	x	82	-4	6	17	-1	-3
CCOc1ccc(OCC)c(S(=O)(=O)NNC(=O)c2c(C)nc3ccccn23)c1	98	-2	-3.0	-15	98	-18	0	7	0	3
Cc1cc(OC(=O)N2CCOCC2)cc(C)c1Cl	103	-2	0.8	-7	107	-55	4	13	-1	-11
Cc1nn(-c2ncc(C(F)(F)F)cc2Cl)c(=O)n1-c1cccc(Cl)c1	95	-8	-0.6	22	93	-1	2	14	-1	-10
CCOC(=O)C1CCN(C(=O)c2ccc(SC)cc2OC)CC1	98	-11	-3.0	2	112	-25	2	8	-1	0
CCCOc1ccc(C2NC(=O)NC(c3ccccc3)=C2C(C)=O)cc1OCC (stereo not given)	90	-6	-2.3	14	92	-2	3	68	-1	-13
Cc1nc2ncnn2c(C)c1CCC(=O)NCc1ccccc1	91	-19	-1.9	62*	94	-38	1	5	1	0
COc1ccc(/C=N/n2c(C)cc(C)c(C(N)=O)c2=O)cc1	98	-6	0.3	-1	99	-72	3	10	0	11
CCC(=O)NCc1cc(-c2nn(C)c(=O)c3ccccc23)ccc1C	93	-4	-4.5	10	91	-43	3	7	-2	-11
O=C(N/N=C/c1cccc(OC(=O)c2ccco2)c1)c1ccc(F)cc1	96	5	2.7	x	103	-7	1	6	0	-4
O=C(O)c1ccc(Cl)c(S(=O)(=O)NCc2ccco2)c1	102	-15	-2.6	5	99	9	2	3	-1	7
O=C(NC1CCCCC1)C(c1ccccc1)N(C(=O)c1cccs1)c1ccc2c(c1)OCO2 (stereo not given)	75	-1	-3.2	-19	80	-35	0	8	-4	2
Oc1ccc(C2N=C(c3ccccc3)NC(c3ccccc3)=N2)cc1	109	-7	1.5	x	97	-40	2	4	-2	-16
CCOC(=O)c1sc(NC(=O)COc2ncnc3ccccc23)c(C(=O)OCC)c1C	36	9	-2.2	x	78	-44	3	23	x	-5
CC(C)(C)CC(=O)NC(=S)Nc1ccccc1C(F)(F)F	89	-18	-5.8	3	84	-39	1	4	x	11
Cc1ccc(S(=O)(=O)N2CCN(C(=O)C3CCCCC3)CC2)cc1	86	-5	0.6	-38	94	-43	3	7	-1	12
Cc1ccc(C(=O)c2ccc(O)cc2)cc1C	111	-19	-0.5	4	101	-1	3	3	-2	7

Carrying on:
Molecule	PTEN del growth	Yeast lifespan up	MRP-1 activ	E-sel TNF inh	HCT116 bCat-KO	BB579 growth dn	NPY-Y2 antag	Measles CPE	Phagocyt inh	GALR2 blocker
C=CCN(c1ccccc1)S(=O)(=O)c1ccc(Cl)c(C(=O)OCC(=O)c2[nH]c(C)c(C(C)=O)c2C)c1	99	7	-1.2	-6	96	-34	0	11	-1	8
CS(=O)(=O)N(CC(=O)N1CCCCC1)c1ccc2c(c1)OCO2	91	-24	-2.8	17	98	-27	0	6	-1	0
Cc1nnc(C)c2c(C)n(C(C)c3ccccc3)c(C)c12 (stereo not given)	54	-7	-2.7	1	57	-47	5	3	0	20
Cc1ccc(C(=O)OCC(=O)NCCC2=CCCCC2)s1	92	1	-0.3	x	92	-14	3	19	-6	-1
NC1=NC(=O)C(Cc2cccc(Cl)c2)S1 (stereo not given)	97	3	3.8	x	91	-29	1	6	-3	-1
Cc1ccc(S(=O)(=O)N2CCN(c3nc(C(C)C)c4c(c3C#N)CC(C)(C)OC4)CC2)cc1	44	-18	1.8	-1	44	-50	4	5	0	5
CSCC[C@H](NC(=O)NCc1ccc(F)cc1)C(=O)O	94	-6	-0.7	-10	93	-20	3	4	-1	9
CC(=O)Nc1ccc(N/C(C)=C/C(=O)c2cccnc2)cc1	100	-2	-1.0	x	99	-17	-2	3	x	12
CC(C)Oc1ccc(C(=O)/C(=C\c2cccs2)c2nc3ccccc3o2)cc1	58	5	-3.2	-6	54	-70	7	15	-3	9
CCC(C)n1c(S(=O)(=O)O)nc2ccccc21 (stereo not given)	105	-4	1.1	-64	109	-20	5	12	0	4
c1ccc(Cn2c(-c3ccco3)nc3nc4ccccc4nc32)cc1	82	-18	-2.2	1	80	-57	6	23	-1	-3
Cc1cc(C)c(NC(=O)CCCC(=O)O)c(Cl)c1	110	9	0.2	12	102	-23	-2	6	x	-2
CCOC(=O)c1c(-c2ccc(C)cc2)csc1NC(=O)C1CCCO1 (stereo not given)	69	0	2.6	x	57	-6	2	8	7	7
CC(=O)Nc1cccc(NS(=O)(=O)c2cccc3nsnc23)c1	94	-3	-2.1	-8	92	-10	6	4	-5	11
Cc1cc(=O)oc2cc(OC(=O)CCN3C(=O)c4ccccc4C3=O)ccc12	98	-3	-3.6	2	89	-25	1	6	0	2
Cc1cccc(NC(=O)C2C(c3ccccc3)C2(Cl)Cl)c1C (stereo not given)	66	-21	-5.1	-15	73	0	0	4	x	-3
O=C1c2ccccc2-c2c1cccc2C(=O)N(CCO)CCO	95	-7	0.1	-15	102	-26	0	8	2	5
CC(CN1CCOCC1)OC(=O)c1ccc(Br)cc1 (stereo not given)	2.4*	11	-3.2	x	2.8*	-49	0	3	x	9
CNC(=S)N1CCN(C(=O)C2CCCO2)CC1 (stereo not given)	95	4	0.1	x	96	6	1	6	-7	-2
